FBW7 act: human FBW7 E3 ligase activation, primary screen | Q969H0 | AlphaScreen FBW7–phospho-cyclin E peptide binding, activator screen | normalized activity (activation), % at 26.1 µM | 0.13% of 650,000 active | AID 1259310; in the data active = normalized activity above about 1.9%;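 also: purified mutant Fbw7 with reduced substrate affinity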
GPR151 ag: activates the human receptor GPR151. Q8TDV0. PathHunter beta-arrestin GPR151 cells, luminescence. activation, % at 11.2 µM. 1% of 650,000 active; in the data active = activation above about 4.9%;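 also: 0% = median of compound wells and 100% = cells with positive control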
Target sequence (Q8TDV0 whole entry, looked up): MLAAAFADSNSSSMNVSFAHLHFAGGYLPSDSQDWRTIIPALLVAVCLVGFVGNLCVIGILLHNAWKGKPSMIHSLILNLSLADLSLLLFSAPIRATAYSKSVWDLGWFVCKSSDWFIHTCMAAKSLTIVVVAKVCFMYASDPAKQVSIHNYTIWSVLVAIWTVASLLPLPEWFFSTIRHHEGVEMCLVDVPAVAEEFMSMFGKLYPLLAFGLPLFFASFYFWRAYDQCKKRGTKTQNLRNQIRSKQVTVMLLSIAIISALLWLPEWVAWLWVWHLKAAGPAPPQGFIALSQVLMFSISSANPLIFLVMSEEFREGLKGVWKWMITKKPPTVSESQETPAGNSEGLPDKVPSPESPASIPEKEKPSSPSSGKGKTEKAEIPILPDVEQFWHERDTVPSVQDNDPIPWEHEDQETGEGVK
MITF inh: human MITF inhibition, primary screen | O75030 | AlphaScreen MITF homodimerization, bead proximity signal | inhibition, % at 2.6 µM | 0.91% of 650,000 active | AID 1259374; in the data active = inhibition above about 50%;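 also: 0% = vehicle wells with protein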
Target sequence (O75030 whole entry, looked up): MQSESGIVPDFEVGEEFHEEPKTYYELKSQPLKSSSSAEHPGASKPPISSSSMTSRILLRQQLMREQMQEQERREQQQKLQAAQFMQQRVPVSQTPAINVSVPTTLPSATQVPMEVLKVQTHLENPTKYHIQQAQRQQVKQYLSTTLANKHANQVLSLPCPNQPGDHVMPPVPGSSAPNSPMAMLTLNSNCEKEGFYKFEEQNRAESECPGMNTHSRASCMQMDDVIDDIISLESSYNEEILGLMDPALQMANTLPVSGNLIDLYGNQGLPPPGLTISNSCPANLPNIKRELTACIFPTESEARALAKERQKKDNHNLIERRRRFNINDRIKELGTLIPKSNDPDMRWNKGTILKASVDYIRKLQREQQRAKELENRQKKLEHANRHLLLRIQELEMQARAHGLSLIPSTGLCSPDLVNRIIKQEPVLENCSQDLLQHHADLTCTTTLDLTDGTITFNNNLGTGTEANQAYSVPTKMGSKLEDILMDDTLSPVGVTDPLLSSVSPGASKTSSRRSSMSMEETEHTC
TEAD-YAP block: TEAD-YAP interaction inhibition | HEK-TIYL cells, TEAD-Gal4/YAP UAS-luciferase luminescence | inhibition, % at 9.12 µM | 1.4% of 640,000 active; in the data active = inhibition above about 32%;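 also: 0% = median of test compound wells and 100% = reference inhibitor wells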
Active calls of the source: *; . = not tested or not shown.

Preview, 2 compounds:
Fields – FBW7 act, GPR151 ag, MITF inh, TEAD-YAP block
(1) Cc1nnc(SCC(=O)c2ccc(F)c(C)c2)s1
  0.1, 0.3, 7.2, -27.9
(2) COc1ccc(S(=O)(=O)Nc2ccc(C)cc2C)c2cccnc12
  0.2, 2.3, -12.4, 1.4

This part in full, repeating the preview:
Fields – FBW7 act, GPR151 ag, MITF inh, TEAD-YAP block
(1) Cc1nnc(SCC(=O)c2ccc(F)c(C)c2)s1
  0.1, 0.3, 7.2, -27.9
(2) COc1ccc(S(=O)(=O)Nc2ccc(C)cc2C)c2cccnc12
  0.2, 2.3, -12.4, 1.4
(3) Cc1nnc(SCC(=O)Nc2nc(-c3ccc(F)cc3)cs2)[nH]c1=O
  -0.1, 1.9, -6.0, -12.3
(4) Cc1cc2ccccc2n2c(=O)n(CC(=O)Nc3ccc4c(c3)OC(C)(C)O4)nc12
  0.0, 0.0, 8.6, 24.0
(5) CCOC(=O)C1(C)C=C(Nc2ccc(C)cc2)C(=O)N1c1ccc(C)cc1 (stereo not given)
  0.0, 1.6, 6.0, 1.4
(6) CC1=NN(c2ccc(C(=O)O)cc2)C(=O)/C1=C\c1ccc(-c2ccc3c(c2)C(=O)NC3=O)o1
  -0.2, 0.0, 10.5, -11.2
(7) CC1CCCCN1S(=O)(=O)c1ccc2c(c1)CCN2C(=O)C1CCC1 (stereo not given)
  -0.1, -0.1, -2.8, -16.1
(8) Nc1cccc(NC(=O)CSc2nnc(-c3ccncc3)n2-c2ccccc2)c1
  -0.1, -0.7, -4.3, -0.5
(9) Cn1c(=O)c2c(nc(NCCNC(=O)C3CCC3)n2Cc2ccc(Cl)cc2)n(C)c1=O
  0.0, -0.6, -0.3, 5.1
(10) O=C(COC(=O)c1ccc([N+](=O)[O-])cc1)NCCCN1CCCC1=O
  0.0, 4.0, 3.8, -2.3
(11) CCOc1ccc(NC(=O)c2ccc(N3CC4CC(C3)c3cccc(=O)n3C4)c(NC(=O)c3cc(OC)c(OC)c(OC)c3)c2)cc1 (stereo not given)
  0.2, 1.1, 10.8, -18.9
(12) Cc1cc(Oc2cc(NC(=O)c3sc4ncn(Cc5ccccc5F)c(=O)c4c3C)cc([N+](=O)[O-])c2)ccc1Cl
  0.3, 0.3, 7.5, 11.4
(13) Clc1ccccc1CCNc1ncnc2ccccc12
  -0.3, -0.1, 10.7, 34.9*
(14) O=C(NCc1ccccc1)c1ccc2nc(N3CCC(N4CCOCC4)CC3)sc2c1
  -0.1, 0.9, -4.0, -3.7
(15) COc1ccc(CN2C[C@@H]3C[C@@H](c4nc5c(s4)CCCC5)N4CCC[C@@]34C2=O)cc1
  -0.2, -1.1, -0.7, -8.7
(16) O=C(Nc1cc(Br)ccc1O)c1cnn2cccnc12
  0.0, -1.0, 3.5, 8.3
(17) CCCSc1ncc(Cl)c(C(=O)Nc2nnc(C(C)C)s2)n1
  0.2, 0.3, 3.4, -3.4
(18) CCSCCOC(=O)C1=C(C)NC(=S)NC1c1cc(OC)ccc1OC (stereo not given)
  0.1, 1.1, 11.9, -5.6
(19) Cc1cc(O)cc(O)c1-c1n[nH]c(C)c1Oc1ccccc1
  -0.2, -1.5, 10.5, -2.5
(20) CC1CCCC2(C1)Oc1ccccc1C1CC(c3ccccc3)=NN12 (stereo not given)
  0.1, -0.1, -14.2, -45.1
(21) CN(CC(=O)Nc1ccc(C#N)cc1)CC(=O)Nc1ccc(N2CCOCC2)cc1
  0.0, -0.5, 0.7, 2.0
(22) CC(C)C(=O)Nc1ccc(-c2nc3cccnc3o2)cc1
  0.1, -2.2, 9.0, -21.8
(23) O=C(O)Cc1ccc(NC2CC(=O)N(c3ccccc3F)C2=O)cc1 (stereo not given)
  0.0, -1.0, 15.6, 0.1
(24) COCCNc1nc2c(c(=O)n(C)c(=O)n2C)n1Cc1ccc(Cl)cc1Cl
  -0.2, -0.8, -8.7, -5.5
(25) O=C(CN1N=C(c2ccccc2)CCC1=O)NC1CC1
  0.1, 0.2, 2.6, 5.4
(26) Nn1c(SC/C=C/c2ccccc2)nnc1-c1ccncc1
  -0.1, -0.4, -1.2, -0.7
(27) CCOC(=O)c1ccc(NC(=O)c2cccc([N+](=O)[O-])c2C)cc1
  0.0, 2.4, 2.7, 3.2
(28) Cc1ccccc1NC(=O)c1sc2nc(-c3ccncc3)ccc2c1N
  0.2, -1.2, -22.0, 4.0
(29) CC(=O)c1ccc(OCC(O)CNC(C)(C)CO)cc1 (stereo not given)
  0.1, 0.7, 1.4, 2.7
(30) COc1nc(Nc2ccc3c(c2)OCO3)nc(OC)n1
  0.1, -1.5, 14.3, -10.2

Next part.
Fields – FBW7 act, GPR151 ag, MITF inh, TEAD-YAP block
(31) COc1ccc(/C=C2N=C(/C=C/c3ccc(Cl)cc3Cl)OC\2=O)c(OC)c1OC
  0.0, 0.6, 10.8, -16.2
(32) CCOc1ccc(NC(=O)c2cc(Cl)ccc2[N+](=O)[O-])cc1
  0.0, -1.1, 11.0, 12.5
(33) COc1cccc(C(=O)Nc2cc(-c3nc4ccc(C)cc4o3)ccc2Cl)c1
  -0.1, -0.1, -3.0, -2.3
(34) COC(=O)c1ccc(NC(=O)C2(S(=O)(=O)c3ccc(C)cc3)CC2)cc1
  0.0, 0.8, -8.9, -8.2
(35) CC(=O)Nc1c2c(nn1-c1ccc(Cl)cc1)CS(=O)(=O)C2
  0.8, 7.8*, 14.2, -3.3
(36) CCOc1ccccc1OCCOc1ccccc1F
  0.3, -0.5, 2.5, -12.3
(37) C=CCn1c(CCNC(=O)CC)nc2ccccc21
  -0.1, 0.0, 6.8, 7.2
(38) O=C(Cc1ccc(Cl)cc1)Nc1cccc2ncccc12
  0.2, -0.9, 2.7, 6.8
(39) CCn1c(-c2ccccc2)cnc1SCC(=O)Nc1ccccc1
  -0.2, -1.5, 28.2, 0.0
(40) COc1ccc(CNC(=O)CN2CCN(Cc3cccc(C)c3)C2=O)cc1
  -0.1, 0.3, 6.9, 6.7
(41) Cc1ccc(C(C)(C)C)c(OCCNCCN)c1
  -0.2, -0.8, 79.8*, -2.6
(42) O=C(O)c1ccccc1C(=O)NCC1CCCO1 (stereo not given)
  -0.1, -0.7, -6.6, -0.9
(43) Cc1ccc(CN2CCc3nnc(C(C)NC(=O)C(C)C)n3CC2)c(C)c1 (stereo not given)
  0.1, -0.9, -15.9, 6.6
(44) Cc1cccc(-n2nc3c(c2NC(=O)c2ccc(OC(C)C)cc2)CSC3)c1C
  -0.1, 0.0, 4.0, -0.6
(45) CC(C)N(CCNc1nc(NCc2cccnc2)nc2nc[nH]c12)C(C)C
  0.1, 6.2*, -4.4, 3.7
(46) c1ccc2nc(C3=NCCN3)cnc2c1
  -0.1, -0.5, -15.3, .
(47) CC(NC(=O)/C(C#N)=C/c1cc(Cl)cc([N+](=O)[O-])c1O)c1ccccc1 (stereo not given)
  -0.2, 1.2, -7.8, -4.1
(48) CNc1nnc(-c2ccc(C)cc2)c2ccccc12
  0.0, -0.5, -7.4, -8.8
(49) O=C(Nc1cccc(Cl)c1Cl)C(=O)NC1CCCC1
  -0.1, -0.5, 7.7, -23.6
(50) COc1cc(OC)nc(Oc2ccsc2C(=O)O)n1
  -0.1, 2.2, -2.5, -0.3
(51) O=C(C1=C(O)C(=O)N(CCc2ccccc2)C1c1ccccc1Cl)c1cccs1 (stereo not given)
  -0.1, 0.2, 3.6, 8.0
(52) CC(=O)c1ccc(NC(=O)CCC(=O)N2CC(C)Oc3ccc(C)cc32)cc1 (stereo not given)
  0.0, 0.1, 0.8, -2.7
(53) CCN1C(=O)CC(C(=O)OC)C12CCN(Cc1cccc3nccnc13)CC2 (stereo not given)
  0.0, -0.4, 1.8, 10.5
(54) Clc1ccc(NNc2cc(Cl)ncn2)c(Cl)c1
  -0.4, -0.6, -8.9, -9.9
(55) CS(=O)(=O)C1=C(N)C(=O)N(c2ccc(O)cc2)C1c1ccccc1 (stereo not given)
  0.1, -0.1, 4.6, -1.3
(56) Cc1cc(NCC(C)c2ccccc2)nc(C)n1 (stereo not given)
  0.1, 0.6, 7.2, 4.8
(57) C(=C\Sc1ccc2ccccc2n1)/Sc1ccc2ccccc2n1
  -0.1, -1.3, 1.2, -7.5
(58) CCOc1ccc(C(=O)NCCCCN2CCOC(c3ccccc3)C2)cc1 (stereo not given)
  0.0, -0.2, 7.7, 6.7
(59) CCCC(=O)N(CC(=O)Nc1sc(C)c(C)c1C(N)=O)Cc1ccccc1
  0.0, 0.9, -6.8, -4.4
(60) CCCCNC(=S)NNC(=O)C12CC3CC(CC(C3)C1)C2
  0.1, 1.4, -7.3, -7.7

From no. 31 to 47, copied from above:
Fields – FBW7 act, GPR151 ag, MITF inh, TEAD-YAP block
(31) COc1ccc(/C=C2N=C(/C=C/c3ccc(Cl)cc3Cl)OC\2=O)c(OC)c1OC
  0.0, 0.6, 10.8, -16.2
(32) CCOc1ccc(NC(=O)c2cc(Cl)ccc2[N+](=O)[O-])cc1
  0.0, -1.1, 11.0, 12.5
(33) COc1cccc(C(=O)Nc2cc(-c3nc4ccc(C)cc4o3)ccc2Cl)c1
  -0.1, -0.1, -3.0, -2.3
(34) COC(=O)c1ccc(NC(=O)C2(S(=O)(=O)c3ccc(C)cc3)CC2)cc1
  0.0, 0.8, -8.9, -8.2
(35) CC(=O)Nc1c2c(nn1-c1ccc(Cl)cc1)CS(=O)(=O)C2
  0.8, 7.8*, 14.2, -3.3
(36) CCOc1ccccc1OCCOc1ccccc1F
  0.3, -0.5, 2.5, -12.3
(37) C=CCn1c(CCNC(=O)CC)nc2ccccc21
  -0.1, 0.0, 6.8, 7.2
(38) O=C(Cc1ccc(Cl)cc1)Nc1cccc2ncccc12
  0.2, -0.9, 2.7, 6.8
(39) CCn1c(-c2ccccc2)cnc1SCC(=O)Nc1ccccc1
  -0.2, -1.5, 28.2, 0.0
(40) COc1ccc(CNC(=O)CN2CCN(Cc3cccc(C)c3)C2=O)cc1
  -0.1, 0.3, 6.9, 6.7
(41) Cc1ccc(C(C)(C)C)c(OCCNCCN)c1
  -0.2, -0.8, 79.8*, -2.6
(42) O=C(O)c1ccccc1C(=O)NCC1CCCO1 (stereo not given)
  -0.1, -0.7, -6.6, -0.9
(43) Cc1ccc(CN2CCc3nnc(C(C)NC(=O)C(C)C)n3CC2)c(C)c1 (stereo not given)
  0.1, -0.9, -15.9, 6.6
(44) Cc1cccc(-n2nc3c(c2NC(=O)c2ccc(OC(C)C)cc2)CSC3)c1C
  -0.1, 0.0, 4.0, -0.6
(45) CC(C)N(CCNc1nc(NCc2cccnc2)nc2nc[nH]c12)C(C)C
  0.1, 6.2*, -4.4, 3.7
(46) c1ccc2nc(C3=NCCN3)cnc2c1
  -0.1, -0.5, -15.3, .
(47) CC(NC(=O)/C(C#N)=C/c1cc(Cl)cc([N+](=O)[O-])c1O)c1ccccc1 (stereo not given)
  -0.2, 1.2, -7.8, -4.1

Next compounds
Fields – FBW7 act, GPR151 ag, MITF inh, TEAD-YAP block
(61) Cc1cncc2c(S(=O)(=O)N3CC[C@@H](NC(=O)[C@H](C)O)C3)cccc12
  -0.1, -1.5, 3.4, -1.2
(62) Cc1ccc(C)c(CN2CCN3C(=O)[C@@H](CO)NC(=O)[C@H]3C2)c1
  0.0, -1.5, 15.0, 14.1
(63) Cc1cnc(-c2cccc(N)c2)nc1NCc1ccccc1
  0.1, -2.7, -2.2, -3.8
(64) O=C(O)c1ccc2c(c1)OCCOCCOCCOCCOCCO2
  0.2, -1.9, -19.1, -7.8
(65) Cc1ccc(-c2cc(C(F)(F)F)n3nc(C(=O)Nc4cc(Oc5cccc(C(F)(F)F)c5)cc([N+](=O)[O-])c4)c(Cl)c3n2)cc1
  -0.1, 0.1, -2.1, -3.1
(66) CCc1ccccc1N1C(=O)NC(=O)/C(=C/c2cc(Cl)c(O)c(OC)c2)C1=O
  -0.2, 0.5, -3.2, 6.3
(67) CCSc1nc2c(c(=O)[nH]1)C(c1ccc(OC)cc1)C1=C(CCCC1=O)N2 (stereo not given)
  0.0, -0.7, -6.8, -0.4
(68) CC(C)(C)C1CCc2c(sc(NC(=O)CN3CCNCC3)c2C(N)=O)C1 (stereo not given)
  0.8, -0.1, 9.6, 2.8
(69) Cc1cc(Cl)ccc1OCCCC(=O)Nc1cccc2ccccc12
  0.0, -0.4, 11.2, 7.3
(70) O=C(Nc1cc([N+](=O)[O-])ccc1N1CCCC1)c1ccccc1Cl
  -0.1, -1.0, 1.9, -13.1
(71) COc1cccc(CNC(=O)c2cc3c(-c4ccncc4)cccn3n2)c1
  0.0, -0.4, -9.8, 5.7
(72) CC(C)C(N)Cn1cnc2c(-c3ccc(Cl)cc3)nsc2c1=O (stereo not given)
  -0.1, 0.9, -6.5, 3.1
(73) Nc1c(C(=O)c2ccc(F)cc2)sc2nc(-c3cccnc3)ccc12
  0.2, 0.6, -4.1, 0.5
(74) O=C(NC1CCC(O)CC1)c1ccc(CN2CCc3ccccc3C2)[nH]c1=O (stereo not given)
  0.1, 1.1, 2.0, 4.1
(75) CCn1c(/C=C/c2ccccc2O)nc2ccccc2c1=O
  0.0, 1.3, 1.6, -0.6
(76) CCN(CC)c1cc(-c2ccccc2F)nc(-c2cccnc2)n1
  0.1, 0.6, 13.9, 9.0
(77) CN(Cc1ccccc1)C(=O)CSc1nc2ccc(N3CCOCC3)cc2c(=O)n1Cc1ccccc1
  0.0, -1.1, -2.1, 3.1
(78) O=S(=O)(Nc1ccc(I)cc1)c1ccccc1
  -0.1, -0.5, -4.2, -4.3
(79) CC1CCN(CCCn2c(=O)[nH]c3ccccc32)CC1
  0.1, 0.8, -14.8, 9.8
(80) NCCNc1ccc(C(=O)Nc2cccc(Cl)c2)cc1[N+](=O)[O-]
  -0.1, -0.5, -10.7, -33.1
